KKLEB cytotox – reduces viability of KKLEB cystic fibrosis airway cells; KKLEB CF airway cells viability, ATPlite luminescence, overnight; hits give low values; cells stimulated with P. aeruginosa culture filtrate; AID 602141; activity change (cytotoxicity), % at 5 µM; hit rate 0.36% among 360,000;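 active = corrected activity change at or below -50% at 5 µM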
NR2F2 inh – inhibitors of human COUP-TFII (NR2F2); AID 686940; hit rate 0.7% among 370,000; HEK293T NGFI-A luciferase reporter, luminescence; P24468; inhibition, % at 8.6 µM;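 active = inhibition above a per-plate cutoff, mean inhibition of test wells between control levels plus 3 SD, cut at about 38% in these data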;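 also: cells cotransfected with COUP-TFII expression vector driving the NGFI-A reporter; 0% = median of COUP-TF2 test wells and 100% = reporter-only cells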
Target sequence (P24468 whole entry, looked up): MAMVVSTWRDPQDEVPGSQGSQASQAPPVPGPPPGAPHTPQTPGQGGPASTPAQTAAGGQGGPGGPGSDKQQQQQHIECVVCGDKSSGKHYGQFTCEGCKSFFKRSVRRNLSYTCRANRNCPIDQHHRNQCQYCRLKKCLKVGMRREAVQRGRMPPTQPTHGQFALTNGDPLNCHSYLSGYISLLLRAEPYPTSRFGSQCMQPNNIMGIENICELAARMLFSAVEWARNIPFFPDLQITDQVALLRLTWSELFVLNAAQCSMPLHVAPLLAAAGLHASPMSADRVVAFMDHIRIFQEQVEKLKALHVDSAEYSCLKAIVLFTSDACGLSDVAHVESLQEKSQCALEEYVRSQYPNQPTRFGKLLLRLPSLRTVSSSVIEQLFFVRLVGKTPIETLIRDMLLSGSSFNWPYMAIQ
TWEAK Fn14 block – blocks TWEAK-Fn14 interaction in a reporter cell assay; TWEAK-stimulated Fn14 reporter cells, luciferase luminescence, 8 h; inhibition, % at 10 µM; hit rate 2% among 360,000; AID 1159606; in the data active = inhibition above about 50%
C8 TRAIL sens – sensitizes caspase-8 expressing cells to TRAIL | NB7+C8 cells + TRAIL, ATPlite viability luminescence | inhibition (viability loss, TRAIL sensitization), % at 10 µM | hit rate 1% among 360,000 | AID 624354;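 active = compounds causing at least 50% loss of cell viability in the single-dose screen, relative to plate controls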
NR5A2 inv ag – suppresses constitutive activity of human LRH-1 | O00482 | HEK293T StAR-luciferase reporter, LRH-1 transfected, 24 h | inhibition, % at 3.6 µM | hit rate 0.13% among 360,000;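 active = inhibition above the mean inhibition of all tested compounds plus 3 SD, cut at about 73% in these data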;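 also: 0% = DMSO wells and 100% = reporter-only cells lacking LRH-1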
Target sequence (O00482 whole entry, looked up): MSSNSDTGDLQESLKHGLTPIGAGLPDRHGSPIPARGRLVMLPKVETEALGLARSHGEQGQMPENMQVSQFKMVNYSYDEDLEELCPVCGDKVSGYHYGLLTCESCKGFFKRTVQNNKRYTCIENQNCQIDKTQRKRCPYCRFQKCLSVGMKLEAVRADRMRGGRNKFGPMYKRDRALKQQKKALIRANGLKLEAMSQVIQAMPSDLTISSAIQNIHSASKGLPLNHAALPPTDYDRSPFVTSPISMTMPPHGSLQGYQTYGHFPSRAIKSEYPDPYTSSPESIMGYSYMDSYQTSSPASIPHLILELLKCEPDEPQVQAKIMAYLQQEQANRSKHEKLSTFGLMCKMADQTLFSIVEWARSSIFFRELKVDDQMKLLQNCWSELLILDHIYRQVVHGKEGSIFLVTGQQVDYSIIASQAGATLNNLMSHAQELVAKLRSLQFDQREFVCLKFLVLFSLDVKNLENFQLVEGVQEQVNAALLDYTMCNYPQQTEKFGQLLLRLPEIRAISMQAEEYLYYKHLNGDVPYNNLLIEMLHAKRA
SRC2 inh – inhibits human steroid receptor coactivator 2; HEK293 GAL4-SRC2 luciferase reporter, luminescence; inhibition, % at 9 µM; hit rate 0.17% among 370,000; AID 651957;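 active = inhibition above the mean inhibition of all tested compounds plus 3 SD, set per campaign, cut at about 52% in these data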;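 also: 0% = DMSO treated cells and 100% = cells given Gossypol at 36 µM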
NCOA1 inh – human NCOA1 inhibition; AID 588354; inhibition, % at 3.6 µM; HEK293 GAL4-SRC1 luciferase reporter, luminescence; hit rate 0.12% among 360,000;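 active = inhibition above the campaign mean plus 3 SD, with each screening campaign given its own cutoff, cut at about 60% in these data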;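 also: 0% = DMSO treated cells and 100% = gossypol at 36 µM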
CF NFkB inh – blocks PAF-induced NF-kB reporter in cystic fibrosis cells. hit rate 0.86% among 360,000. inhibition, % at 5 µM. AID 588850. KKLEB NF-kB-GFP reporter, GFP fluorescence overnight;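 active = at least 50% inhibition at 5 µM, scaled per plate between neutral and stimulator controls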;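 also: PAF is a Pseudomonas aeruginosa culture filtrate used as stimulus; plate controls were PAF-stimulated DMSO wells for no effect and unstimulated DMSO wells for full effect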
EBV LMP1 NFkB – reduces LMP1-driven NF-kappaB luciferase signal. LMP1-induced NF-kappaB luciferase reporter cells, luminescence. inhibition, % at 12.5 µM. hit rate 0.69% among 350,000. AID 504558; in the data active = inhibition above about 41%;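 also: 0% = neutral control wells and 100% = reference inhibitor control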
TROY NFkB inh – inhibitors of TROY-dependent NF-kB signaling; Q293 LMP1-TROYcd NF-kB luciferase reporter, 4 h; inhibition, % at 10 µM; hit rate 0.98% among 360,000;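 active = compounds whose plate-normalised and pattern-corrected inhibition of the luciferase reporter signal at the single screening dose is 50% or more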
NCOA3 inh – inhibitors of human steroid receptor coactivator 3 (SRC3) | Q9Y6Q9 | HEK293 GAL4-SRC3 luciferase reporter, luminescence | inhibition, % at 3.6 µM | hit rate 0.17% among 360,000 | AID 588352;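 active = inhibition above a per-campaign cutoff, the mean of all compounds plus 3 SD, cut at about 60% in these data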;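 also: 0% = DMSO-treated cells and 100% = gossypol-treated cells at 36 µM; higher means less SRC3-driven luciferase light from the GAL4 reporter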
Active calls of the source: *; . = not tested or not shown.

SMILES | KKLEB cytotox | NR2F2 inh | TWEAK Fn14 block | C8 TRAIL sens | NR5A2 inv ag | SRC2 inh | NCOA1 inh | CF NFkB inh | EBV LMP1 NFkB | TROY NFkB inh | NCOA3 inh
Cc1ccc(OCC(=O)Nc2ccc(O)c(C(=O)O)c2)cc1C | -1 | 8 | 22 | -7 | 13 | -8 | 12 | 1 | 5 | -22 | 24
COc1ccccc1C(=O)N1CCN(Cc2nc3cc([N+](=O)[O-])ccc3n2C)CC1 | -2 | 4 | 3 | -2 | 7 | -6 | 4 | 12 | 2 | 3 | 15
Cc1ccccc1C(=O)N1CCN(c2ccc(N3CCOCC3)nn2)CC1 | 0 | -32 | 12 | 4 | 11 | 4 | -9 | -14 | -3 | -15 | 3
Clc1cccc(Cl)c1OCCCCN1CCCCC1 | 11 | -17 | -16 | -8 | 4 | -4 | 2 | -2 | -13 | 0 | -1
Cc1ccc(NCC(O)C(O)C(O)CO)c(N=Nc2ccccc2)c1C (configuration not stated) | 2 | -13 | -1 | -4 | -7 | 2 | 9 | -11 | -10 | -7 | 12
CN1CCc2c(sc3c2C(=O)NC(c2cccs2)N3)C1 (configuration not stated) | 3 | -8 | 8 | 14 | -56 | -50 | -43 | 14 | -22 | -47 | -42
COc1ccccc1-c1nnc(SCC(=O)Nc2ccc(S(N)(=O)=O)cc2)n1N | 10 | 6 | -2 | -5 | 6 | 19 | 6 | -4 | 0 | 5 | 7
CCCn1c(CNS(=O)(=O)c2ccc(C)cc2)nc2ccccc21 | 0 | 10 | 18 | -3 | 11 | -2 | 1 | -6 | 5 | 2 | -1
S=c1[nH]nc(CCc2nc3ccccc3[nH]2)n1-c1ccccc1 | -4 | 9 | 5 | -2 | -13 | 4 | 3 | 3 | -8 | -8 | 12
Cc1ccc2nc(SCC(=O)NCc3ccco3)nc(=O)n2c1 | 8 | 7 | -1 | 4 | 5 | -4 | -2 | -7 | -2 | 4 | 10
CC1(C)Cc2cccc(OCC(=O)N3CCN(c4ccccc4Cl)CC3)c2O1 | 2 | 6 | -1 | -3 | 11 | -1 | -13 | 18 | -16 | 3 | 14
COc1ccccc1-c1ccc(NC2CCCCC2)nn1 | 8 | -33 | -32 | 17 | -104 | -40 | -88 | 0 | -30 | 10 | -52
Cc1cc(SCC(=O)NCC2CCCO2)nc2ccccc12 (configuration not stated) | -5 | -2 | -5 | 16 | -4 | -3 | -7 | -4 | 7 | 0 | 2
Cn1c(SCC(=O)Nc2ccccc2O)nnc1-c1ccco1 | -7 | 4 | 1 | -9 | -5 | 1 | -24 | -15 | -9 | 5 | 4
COc1ccc2[nH]c(=O)c(COC(=O)c3cccs3)cc2c1 | -2 | 1 | 0 | 3 | 8 | -19 | 13 | 4 | -2 | 3 | 15
Cc1ccc(OCCCN2C(=O)C(=O)c3cccc(C)c32)cc1 | -1 | -4 | -17 | 3 | -31 | -10 | -1 | 10 | 2 | -20 | -12
CCOC(=O)C1(CCc2ccccc2)CCN(C(=O)CN2C(=O)CSC2=O)CC1 | 7 | 1 | -40 | 3 | -16 | -28 | -29 | -12 | 8 | -40 | -6
O=C(O)c1ccccc1N=Cc1c(O)n(-c2nccs2)c(=O)c2ccccc12 | 11 | 0 | 22 | 0 | 2 | -7 | 1 | -21 | 16 | 43 | 17
CSc1ccc(S(=O)(=O)NCc2ccccc2)cc1 | 2 | 11 | -14 | -5 | 15 | 8 | 1 | -3 | -6 | 13 | 9
Cc1ccc(C(=O)N(C)CC(=O)Nc2cccc(C)c2C)o1 | 12 | 10 | 7 | -1 | 13 | 10 | -7 | -17 | 1 | -3 | -3
CCNC(=O)c1cc2c(c(-c3cccc(-c4ccccc4F)c3)n1)[C@@H](CCO)N(C(=O)CC)C2 | . | -14 | -8 | -8 | 13 | -23 | . | . | . | -8 | .
Cc1ccc(C(=O)N/N=C\c2ccc(OC(=O)c3cccc(F)c3)cc2)cn1 | 4 | -6 | -28 | 12 | 8 | 8 | 2 | -1 | -3 | -38 | 6
CN(C(=O)CSc1nnc(-c2ccncc2)n1-c1ccccc1)C1CCS(=O)(=O)C1 (configuration not stated) | 9 | -4 | -1 | 10 | -1 | 5 | -1 | -8 | 3 | -1 | 10
O=C(Nc1cccc(F)c1)c1ccc2ncsc2c1 | 1 | . | 9 | -1 | -110 | . | -67 | -2 | -5 | -50 | -59
O=C(Nc1cccc(-c2cnc3ccccc3n2)c1)c1ccncc1 | -1 | -12 | -9 | 6 | -16 | -23 | 2 | 12 | -13 | 24 | -3
N=C1c2ccccc2CN1NC(=O)c1cccc(S(=O)(=O)N2CCCC2)c1 | -5 | -3 | 2 | -4 | 5 | 6 | -14 | -2 | -52 | 1 | 15
CCOC(=O)C1CCCN(C(=O)COc2ccc(N(C)S(=O)(=O)c3ccc(F)cc3)cc2)C1 (configuration not stated) | 2 | 2 | 19 | -5 | 4 | -1 | 11 | 7 | 1 | 7 | 8
COc1ccc(/C=C2\N=C(C(C)(C)C)OC2=O)c(OC)c1 | 4 | 10 | -10 | -38 | 15 | -27 | 35 | 6 | 10 | -14 | 38
Cc1cc(OC(C)C(=O)NCc2cccnc2)c2c(C)c(Cc3ccccc3)c(=O)oc2c1 (configuration not stated) | -9 | -6 | -7 | -14 | -1 | -21 | -24 | -8 | -13 | 14 | 9
CCc1ccc(NC(=O)Nc2cccs2)cc1 | -18 | -22 | -20 | 54* | -163 | -22 | -123 | 6 | -37 | 3 | -94
O=C1CC(C(=O)N2CCOCC2)C2(CCCC2)O1 (configuration not stated) | -4 | -2 | -3 | -11 | 5 | -16 | -9 | -9 | -8 | -18 | -3
C=CC[C@@H](CC(=O)NCCO)C(=O)N[C@@H](C)COC(=O)[C@H](CC=C)CC(=O)OC(C)(C)C | 2 | -10 | 4 | 1 | -13 | -6 | -1 | -3 | 1 | -9 | -8
CCOc1ncccc1-c1nc(-c2cccs2)no1 | -3 | -22 | -8 | -11 | 21 | -17 | -34 | 3 | -17 | -54 | -55
COc1ccc(NC(=O)c2oc3ccccc3c2NC(=O)C(C)(C)C)cc1 | 22 | -2 | -8 | -2 | 8 | -16 | -14 | -25 | -2 | -50 | 17
CCCCCCn1c(=O)n2n(c1=O)C[C@]1(OC(=O)NCc3ccccc3)CN(S(=O)(=O)c3ccc(C)cc3)C[C@]1(O)C2 | 14 | 9 | -4 | 27 | 7 | 23 | -2 | -10 | -14 | -8 | -22
CCOC(=O)c1c[nH]c2c3c(ccc2c1=O)CCCC3 | 11 | 5 | -14 | 20 | -15 | 4 | -18 | -4 | -2 | -30 | -10
COc1ccc(CCN2CC(C(=O)NCc3ccc(F)cc3)CC2=O)cc1OC (configuration not stated) | 2 | 10 | -10 | -1 | -15 | 12 | -24 | -19 | -7 | 16 | 0
COc1ccc(Cn2c(-c3ccco3)nc3oc4cc(OC)ccc4c(=O)c3c2=O)cc1 | -11 | 4 | -35 | 21 | 0 | -24 | -49 | -3 | -26 | -46 | -5
COc1cccc(NC(=O)COC(=O)c2cc(=O)c3ccccc3o2)c1 | 3 | 9 | 8 | 4 | -5 | -2 | 1 | -20 | -4 | -7 | 3
O=c1[nH]ncc2c3ccccc3n(Cc3ccccc3)c12 | -15 | -5 | -3 | -14 | -25 | 0 | -1 | 49 | 6 | 4 | 17
O=C(Nc1ccc(-c2nc3ccccc3[nH]2)cc1)c1c(F)c(F)c(F)c(F)c1F | -10 | -46 | -22 | -8 | 9 | 5 | 12 | 3 | -11 | -14 | 19
CCc1nc2ccc(C(=O)NCCOc3ccc(OC)cc3)cn2c1N(CC)Cc1ccc(OC)c(OC)c1 | -22 | 15 | -4 | 13 | -29 | 22 | -4 | 11 | . | -20 | -12
CCCn1nc(C(=O)N2CCCc3ccccc32)c2ccccc2c1=O | 2 | 6 | 4 | 7 | -1 | 25 | 3 | 4 | 5 | 21 | 15
O=C(Nc1ccc(N2CCN(C(=O)c3ccco3)CC2)cc1)c1ccco1 | 17 | -6 | -2 | -1 | 1 | -15 | -24 | 0 | 4 | -2 | 6
N#Cc1ccccc1-c1ccccc1C(=O)N1CCCCC1 | 10 | -9 | 4 | 8 | -1 | -1 | 7 | 0 | -1 | -2 | 2
CCn1c(O)c(/C=C2\C=Nc3ccccc32)sc1=O | -4 | -32 | -25 | 6 | -91 | -60 | -78 | -45 | -61 | -66 | -78
CN1CCCCC1(C)C(=O)NCc1ccc(C(C)(C)C)cc1 (configuration not stated) | 2 | 4 | -33 | 12 | 24 | -25 | 2 | -17 | . | 0 | 5

Structures above containing an aryl methoxy group, in the order listed:
SMILES | KKLEB cytotox | NR2F2 inh | TWEAK Fn14 block | C8 TRAIL sens | NR5A2 inv ag | SRC2 inh | NCOA1 inh | CF NFkB inh | EBV LMP1 NFkB | TROY NFkB inh | NCOA3 inh
COc1ccccc1C(=O)N1CCN(Cc2nc3cc([N+](=O)[O-])ccc3n2C)CC1 | -2 | 4 | 3 | -2 | 7 | -6 | 4 | 12 | 2 | 3 | 15
COc1ccccc1-c1nnc(SCC(=O)Nc2ccc(S(N)(=O)=O)cc2)n1N | 10 | 6 | -2 | -5 | 6 | 19 | 6 | -4 | 0 | 5 | 7
COc1ccccc1-c1ccc(NC2CCCCC2)nn1 | 8 | -33 | -32 | 17 | -104 | -40 | -88 | 0 | -30 | 10 | -52
COc1ccc2[nH]c(=O)c(COC(=O)c3cccs3)cc2c1 | -2 | 1 | 0 | 3 | 8 | -19 | 13 | 4 | -2 | 3 | 15
COc1ccc(/C=C2\N=C(C(C)(C)C)OC2=O)c(OC)c1 | 4 | 10 | -10 | -38 | 15 | -27 | 35 | 6 | 10 | -14 | 38
COc1ccc(NC(=O)c2oc3ccccc3c2NC(=O)C(C)(C)C)cc1 | 22 | -2 | -8 | -2 | 8 | -16 | -14 | -25 | -2 | -50 | 17
COc1ccc(CCN2CC(C(=O)NCc3ccc(F)cc3)CC2=O)cc1OC (configuration not stated) | 2 | 10 | -10 | -1 | -15 | 12 | -24 | -19 | -7 | 16 | 0
COc1ccc(Cn2c(-c3ccco3)nc3oc4cc(OC)ccc4c(=O)c3c2=O)cc1 | -11 | 4 | -35 | 21 | 0 | -24 | -49 | -3 | -26 | -46 | -5
COc1cccc(NC(=O)COC(=O)c2cc(=O)c3ccccc3o2)c1 | 3 | 9 | 8 | 4 | -5 | -2 | 1 | -20 | -4 | -7 | 3
CCc1nc2ccc(C(=O)NCCOc3ccc(OC)cc3)cn2c1N(CC)Cc1ccc(OC)c(OC)c1 | -22 | 15 | -4 | 13 | -29 | 22 | -4 | 11 | . | -20 | -12

Compound activity from PubChem.
